# Fluorescein autfl – qHTS Assay for Spectroscopic Profiling in Fluorescein Spectral Region; Compound autofluorescence, 480/540 nm, fluorescein-equivalent; stronger effect = higher value; max fluorescein-equivalent concentration, M; 59,000 compounds, 0.91% hits; AID 593, 2007; in the data active = max fluorescein-equivalent concentration above about 10 nM; inconclusive = between about 1.1 nM and that limit
#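 Autofluorescence profiling; 100 mM Tris, pH 8.0; incubation 15 min at RT; ex/em 480/540 nm; result as fluorescein-equivalent concentration.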
# HEK293 cAMP ctrl – qHTS Assay for Agonists of the Thyroid Stimulating Hormone Receptor: Activators of Intracellular cAMP Concentrations in Parental HEK 293 | 73,000 compounds, 2.5% hits | Potency, µM (top dose mostly 57.1 µM), for the others: top-dose activation, usual class: activators | parental HEK293 CNG cAMP sensor, membrane potential fluorescence | AID 938, 2007; also: potency is read from the fitted curve at half-maximal effect; % of control where 0% means no effect; nearly all actives have a fitted effect of over 55% in size
#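 Counterscreen for endogenous-receptor signalling: CNG-channel HEK 293 cells report cAMP rise by membrane depolarization. After 60 min dye equilibration with 100 uM RO 20-1724, compounds incubated 30 min before bottom-read fluorescence at 590 nm.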
# Casp7 inh – qHTS Assay for Allosteric/Competitive Inhibitors of Caspase-7; AID 889, 2007; 75,000 compounds, 0.02% hits; recombinant caspase-7, Ac-DEVD-AFC fluorescence rate; P55210; Potency, µM (top dose mostly 57.5 µM), inactives show top-dose activity change, negative = inhibition, most hits filed as inhibitors; active = well fitted inhibition curve with a large enough effect in the main read-out, with a control signal flat, not every such curve was filed as active; inconclusive = small, poorly fitted or top-dose-only effect, or a change in a side signal; also: potency is read from the fitted curve at half-maximal effect; % of control where 0% means no effect
# Target sequence (P55210 24-198 limits assumed): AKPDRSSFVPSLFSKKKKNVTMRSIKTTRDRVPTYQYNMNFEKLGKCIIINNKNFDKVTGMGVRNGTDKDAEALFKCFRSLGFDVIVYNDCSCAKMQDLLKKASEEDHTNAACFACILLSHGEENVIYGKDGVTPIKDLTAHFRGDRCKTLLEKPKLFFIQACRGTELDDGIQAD
# Target sequence (P55210 207-303 limits assumed): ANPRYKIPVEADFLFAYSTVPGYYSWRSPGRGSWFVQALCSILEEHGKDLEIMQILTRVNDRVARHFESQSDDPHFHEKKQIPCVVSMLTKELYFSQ
# Rhodamine fluor – qHTS Assay for Spectroscopic Profiling in Rhodamine Spectral Region. 59,000 compounds, 0.05% hits. max dye-equivalent concentration, M. Rhodamine-region fluorescence, 547/598 nm, Tris buffer; stronger effect = higher value; in the data active = max dye-equivalent concentration above about 11 nM; inconclusive = between about 1.1 nM and that limit
#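 Intrinsic compound fluorescence, ex 547 / em 598 nm, CCD imager. Tris 100 mM pH 8.0; 15 min RT. Output = rhodamine dye-equivalent concentration at each compound concentration.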
# Texas Red fluor – qHTS Assay for Spectroscopic Profiling in Texas Red Spectral Region; Compound fluorescence, Texas Red channel, 547/618 nm; stronger effect = higher value; max dye-equivalent concentration, M; 59,000 compounds, 0.06% hits; in the data active = max dye-equivalent concentration above about 10 nM; inconclusive = between about 1.1 nM and that limit
#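 Pin-transferred compounds and Texas Red standards go into 100 mM Tris buffer, pH 8.0. After 15 min at room temperature, plates are imaged with 547/618 nm filters. Each value is a dye-equivalent concentration derived from the per-plate dye curve.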
# FLuc inh – qHTS Assay for Inhibitors of Firefly Luciferase. Potency, µM (series often up to 57.1 µM), inactives show top-dose activity change, negative = inhibition, actives largely listed as inhibitors. Luciferin 4-monooxygenase (Photinus pyralis), P08659. 72,000 compounds, 2.2% hits. purified firefly luciferase, luminescence, 8 min; also: potency is read from the fitted curve at half-maximal effect; % is scaled to controls: 0 for no effect and ±100 for the full control effect; nearly all actives have a fitted effect of over 40% in size
#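 Compounds were tested as concentration series (qHTS) against purified P. pyralis luciferase with luciferin and 10 uM ATP in 50 mM imidazole pH 7.2, 50 mM KCl, 7 mM MgCl2, 0.01% Tween 20, 0.05% BSA. Luminescence was read after 8 min at ambient temperature.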
# 4MU fluor – qHTS Assay for Spectroscopic Profiling in 4-MU Spectral Region; compound autofluorescence, 340/450 nm, 4-MU equivalents; stronger effect = higher value; 59,000 compounds, 11% hits; AID 589, 2007; max dye-equivalent concentration, M; in the data active = max dye-equivalent concentration above about 10 nM; inconclusive = mostly about 1.1 nM to 9.6 nM
#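 Compounds in 100 mM Tris, pH 8.0, incubated 15 min at room temperature, then fluorescence read at 340 nm excitation/450 nm emission. Signal converted to 4-MU dye-equivalent concentration using an on-plate six-point 4-MU standard curve.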
# Casp1 inh – qHTS Assay for Allosteric/Competitive Inhibitors of Caspase-1; P29466; Caspase-1 enzyme, Ac-WEHD-AFC fluorogenic rate; Potency, µM (top dose mostly 57.5 µM), without a hit: at the top dose activity change, negative = inhibition, actives largely listed as inhibitors; 75,000 compounds, 0.03% hits; AID 900, 2007;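 also: potency is read from the fitted curve at half-maximal effect; plate controls were vehicle for no effect and no substrate for full effect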
# Target sequence (P29466 120-297 limits assumed): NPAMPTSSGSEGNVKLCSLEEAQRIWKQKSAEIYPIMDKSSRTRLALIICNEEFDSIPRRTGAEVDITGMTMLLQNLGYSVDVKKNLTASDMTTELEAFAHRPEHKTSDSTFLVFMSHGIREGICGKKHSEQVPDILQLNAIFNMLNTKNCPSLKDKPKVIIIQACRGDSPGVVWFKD
# Target sequence (P29466 317-404 limits assumed): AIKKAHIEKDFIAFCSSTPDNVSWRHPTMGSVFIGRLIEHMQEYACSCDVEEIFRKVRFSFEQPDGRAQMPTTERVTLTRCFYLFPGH
# ERK AVP inh – qHTS Assay for Inhibitors of the ERK Signaling Pathway using a Homogeneous Screening Assay; HEK293-V1b, vasopressin-stimulated pERK AlphaScreen; Potency, µM (highest dose often 57.5 µM), without a hit: at the highest dose activity, negative = inhibition, usual class: inhibitors; 72,000 compounds, 0.99% hits; AID 995, 2007; also: potency is read from the fitted curve at half-maximal effect; % is scaled to controls: 0 for no effect and ±100 for the full control effect; nearly all actives have a fitted effect of over 55% in size
#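 Phosphorylated ERK1/2 detected via AlphaScreen bead proximity in lysates of V1b-expressing HEK293 cells given 25 nM vasopressin for 5 min after 30 min compound exposure (37 °C). AC50 from Hill equation; basal DMSO 0%, vasopressin 100%.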
# Tau filament bind – qHTS Assay for Tau Filament Binding; Microtubule-associated protein tau (Homo sapiens), P10636; 71,000 compounds, 2% hits; recombinant tau filaments, thioflavin S fluorescence, 15 h; filaments grown with octadecylsulfate alongside compound; Potency, µM (titrated, usually from 57.1 µM), for inactives: top-dose activity change, negative = inhibition;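 also: potency is read from the fitted curve at half-maximal effect; % is scaled to controls: 0 for no effect and ±100 for the full control effect; actives lower thioflavin S fluorescence by blocking filaments or displacing dye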
#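 Tau 2 uM in ThS buffer dispensed; compound added; 60 uM ODS added (finals 1 uM tau, 30 uM ODS); 15 h 37 C; fluor ex450/em510.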
# A350 fluor – qHTS Assay for Spectroscopic Profiling in A350 Spectral Region | AID 590, 2007 | 59,000 compounds, 11% hits | Compound autofluorescence, 340/450 nm, Alexa 350 dye-equivalents; stronger effect = higher value | max dye-equivalent concentration, M; in the data active = max dye-equivalent concentration above about 10 nM; inconclusive = mostly about 1.1 nM to 9.6 nM
# * = called active by the depositor; i = inactive; u = inconclusive; x = not tested or not shown; [ ] = another dose, or the depositor's remark. Unless noted, calls follow the shape of the dose curve; as a rule, active = well fitted curve in the direction sought with a large enough effect; inconclusive = small, poorly fitted or top-dose-only effect, or another doubt; inactive = no such curve, though single readings can be large; an effect the other way counts as inactive or inconclusive. This is a subset; count on the stated rates, not on these rows.
SMILES,Fluorescein autfl,HEK293 cAMP ctrl,Casp7 inh,Rhodamine fluor,Texas Red fluor,FLuc inh,4MU fluor,Casp1 inh,ERK AVP inh,Tau filament bind,A350 fluor
COc1ccc(NC(=O)N2CC3(CCN(C(=O)c4cccn4C)CC3)C2)cc1,u,5.6%,-0.9%,i,i,1.2%[11.4 µM],i,1.4%,-9.4%,0.8%,i
CCOC(=O)c1[nH]c(C)c(CN(CCc2ccccc2)S(C)(=O)=O)c1C,x,20.2%,-0.4%,x,x,-11.2%,x,3.3%,-0.2%,102.2%,x
COc1ccc(-c2ncncc2-c2csc(C)n2)c(O)c1,i,x,x,i,i,0.5%[25.5 µM],i,x,x,x,i
CC(=O)OC(C(=O)n1nc(C)cc1C)c1ccccc1 (stereo not given),i,-2.5%,-1.7%,i,u,1.4%,i,2.3%,-2.0%,-19.7%,u
c1ccc(-c2cnnc(N3CCCCC3)n2)cc1,i,19.5%,-1.4%,i,i,u,i,-3.1%,-14.9%,u,i
CC(=O)CCc1ccc(OC(=O)c2cccnc2)cc1,x,6.4%,1.9%,x,x,-5.0%,x,-0.8%,0.4%,4.2%,x
Cc1c(C(=O)OC2CCCCC2)[nH]c2c1C(=O)CC(C)(C)C2,u,u,-2.4%,i,i,0.6%,i,1.7%,6.2%,11.2%,i
CSc1nc2ccc(S(=O)(=O)NC3CCCCC3)cc2s1,x,16.0%,-3.2%,x,x,-0.3%,x,-3.3%,21.1%,-29.3%,x
C=CCSc1nsc(N)n1,u,3.9%,-0.9%,i,i,2.3%,i,0.3%,5.3%,1.7%,i
CNc1nc(-c2ccc(Cl)cc2)cs1,i,-14.2%,-1.2%,i,i,10µM*,i,1.1%,-26.4%,7.2%,i
CC1(C)Cc2c(c(N3CCOCC3)nc3sc(C(=O)N4CCCCC4)c(N)c23)CO1,x,4.9%,2.7%,x,x,-9.4%,x,-0.1%,13.7%,-17.0%,x
Cc1ccc(C(=O)NCc2ccc3c(c2)OCO3)cc1S(=O)(=O)N1CCOCC1,i,9.6%,1.0%,i,i,1.7%,i,0.7%,6.5%,-14.2%,i
COc1ccc(-c2cc(C(F)(F)F)nc(SCC(=O)NCc3ccco3)n2)cc1OC,u,21.5%,-0.6%,i,u,1.1%,1.05e-07M*,-2.7%,-28.0%,-0.6%,1.16e-07M*
Cc1ccccc1CS(=O)(=O)Cc1ccc(C(=O)NCc2cccnc2)o1,u,-0.2%,-1.8%,i,i,0.6%,i,-1.1%,-29.8%,0.5%,i
COC(=O)c1[nH]c2c(c1C)C(=O)CC(c1cc(OC)ccc1OC)C2 (stereo not given),x,u,-7.6%,x,x,2.1%,x,-2.1%,-25.2%,i,x

# Gathered by group, the entries above with four or more nitrogen atoms (3)
SMILES,Fluorescein autfl,HEK293 cAMP ctrl,Casp7 inh,Rhodamine fluor,Texas Red fluor,FLuc inh,4MU fluor,Casp1 inh,ERK AVP inh,Tau filament bind,A350 fluor
COc1ccc(NC(=O)N2CC3(CCN(C(=O)c4cccn4C)CC3)C2)cc1,u,5.6%,-0.9%,i,i,1.2%[11.4 µM],i,1.4%,-9.4%,0.8%,i
c1ccc(-c2cnnc(N3CCCCC3)n2)cc1,i,19.5%,-1.4%,i,i,u,i,-3.1%,-14.9%,u,i
CC1(C)Cc2c(c(N3CCOCC3)nc3sc(C(=O)N4CCCCC4)c(N)c23)CO1,x,4.9%,2.7%,x,x,-9.4%,x,-0.1%,13.7%,-17.0%,x

# (listing goes on)
SMILES,Fluorescein autfl,HEK293 cAMP ctrl,Casp7 inh,Rhodamine fluor,Texas Red fluor,FLuc inh,4MU fluor,Casp1 inh,ERK AVP inh,Tau filament bind,A350 fluor
Clc1ccc(OCCCc2nc(-c3cccnc3)no2)c(Cl)c1,i,15.8µM*,-3.9%,i,i,1.3%,i,-4.4%,40.2%[activator],28.4%,i
CC(CCc1ccccc1)NC(=O)c1nnc(Cc2ccc(F)cc2)o1 (stereo not given),x,16.5%,-3.5%,x,x,-1.6%,x,-2.4%,9.7%,-13.1%,x
CC(C)COc1ccc(/C(O)=C2/C(=O)C(=O)N(CCN(C)C)C2c2ccncc2)cc1 (stereo not given),u,1.2%,-1.6%,i,i,0.0%,i,0.1%,-14.8%,9.7%,u
CC(C)(C)NC(=O)CSc1nsc(SCC(=O)NC(C)(C)C)c1C#N,i,x,x,i,i,2.3%[25.5 µM],i,x,x,x,i
COc1ccc(CNc2ccnc(-c3ccccc3OC)n2)c(OC)c1,i,27.0%,0.2%,i,i,1.6%[2.29 µM],i,-2.9%,-32.9%,85.7%,i
CC[C@H]1C2=C3C(CC[C@H]4C(OCc5ccc(F)cc5C(F)(F)F)OC[C@](C)([C@@H]34)N(C(=O)OC(C)(C)C)C2)C(COC)C1COC (stereo not given in full),x,5.7%,0.4%,x,x,x,x,0.8%,9.9%,-2.5%,x
Cc1ccccc1OCC(=O)OC(C)CN1CCN(C)CC1 (stereo not given),u,9.1%,-0.4%,i,u,0.2%,i,-1.9%,2.1%,-11.0%,i
c1ccc(Cn2nnnc2C(c2cccs2)N2CCc3ccccc3C2)cc1 (stereo not given),i,10µM*,-2.8%,i,i,5.2%,i,-1.9%,-5.0%,5.0%,i
COC(=O)c1ccc(S(=O)(=O)N2C3CCC2CC(NC(=O)NC2CCCCC2)C3)cc1 (stereo not given),i,-4.1%,2.1%,i,u,2.1%,i,-1.0%,0.1%,43.9%,i
COC(=O)c1ccc(C(NC(=O)OCc2ccccc2)/C(F)=C/[C@@H](C)C(=O)NCCc2c[nH]c3ccc(OC)cc23)cc1 (stereo not given in full),x,u,-1.8%,x,x,x,x,-4.0%,-28.5%,39.1%,x
Clc1ccc2nc(N3CCCCC3)sc2c1,u,-1.7%,-1.3%,i,i,u,u,-1.0%,7.5%,-8.5%,u
N#Cc1ccccc1NC(=O)CSc1nnc(-c2ccccc2)n1-c1ccccc1,u,20.5%,-0.9%,i,u,-0.7%,i,-0.4%,-7.0%,1.6%,i
O=C(c1ccc(S(=O)(=O)N2CCOCC2)cc1)N1CCc2ccccc2C1,u,7.6%,-0.6%,i,i,2.6%,u,-1.2%,-8.0%,1.6%,u
Cc1cccc(C(=O)O)c1,x,12.6%,0.8%,x,x,x,x,-2.2%,14.1%,0.9%,x
O=C(O)CCCC(=O)NCc1ccccn1,i,4.7%,2.4%,i,i,-0.5%,i,-0.2%,12.3%,-3.9%,i
Cc1noc(C)c1-c1nccc(NCc2cccnc2)n1,i,13.9%,0.6%,i,i,0.9%[2.29 µM],i,-0.5%,2.1%,6.9%,i
Cn1c(SCC(=O)NCC2CCCO2)nnc1-c1ccc(S(=O)(=O)N2CCCC2)cc1 (stereo not given),i,14.6%,1.3%,i,i,-0.2%,i,2.2%,9.8%,-4.9%,i
COC(=O)c1cccc(S(=O)(=O)N2CCC(C)CC2)c1,u,13.6%,2.1%,i,i,-0.6%,i,-0.4%,12.9%,3.9%,i
CCOC(=O)C1CCN(S(=O)(=O)Cc2ccccc2)CC1,x,5.4%,0.4%,x,x,-2.0%,x,-0.7%,-1.5%,-1.4%,x
Cn1c(SCC(=O)NCc2ccc3c(c2)OCO3)nc2scc(-c3cccs3)c2c1=O,u,u,-0.5%,i,i,1.1%,i,-1.6%,-23.4%,52.2%,i
CCOC(=O)C(CCCOc1cccc(OC)c1)C(=O)OCC,x,u,-1.8%,x,x,-1.7%,x,-1.5%,37.1%[activator],-1.4%,x
CC1(C)CC(=O)C(C=NCc2cccnc2)=C(O)C1,x,6.2%,-0.5%,x,x,-0.1%,x,-0.8%,-6.9%,0.7%,x
CC(C)NC(=O)[C@H]1C[C@@H]1[C@H](NC(=O)OCc1ccccc1)c1ccccc1,x,u,1.4%,x,x,x,x,1.7%,2.6%,-1.7%,x
CCOCc1nnc(NC(=O)CCc2ccccc2)s1,i,15.2%,-0.7%,i,u,1.5%,i,-0.8%,-8.5%,-11.8%,i
CCOc1ccccc1Nc1nnc(SCC(=O)N2CCCC2)s1,u,u,8.8%,i,i,2.0%,1.46e-08M*,0.5%,-8.6%,0.6%,1.86e-08M*
CN(C)Cc1ccccc1-c1nc(NC2CCNCC2)c2ccccc2n1,i,-9.1%,-2.7%,i,i,1.4%[2.29 µM],i,-3.1%,0.1%,27.3%,i
CCCc1cc(=O)[nH]c(SCC(=O)N(CC)Cc2ccccc2)n1,i,16.7%,0.2%,i,i,-0.5%,i,-2.6%,-14.1%,-10.6%,i
Cc1nc(C)c(C(=O)C2=C(O)C(=O)N(CCCn3ccnc3)C2c2ccc(Cl)cc2)s1 (stereo not given),i,u,-5.2%,i,i,-3.9%,i,-7.6%,-20.3%,9.5%,u
Oc1c(C(c2ccco2)N2CCC3(CC2)OCCO3)sc2ncnn12 (stereo not given),x,3.7%,2.4%,x,x,1.6%,x,-0.8%,x,38.9%,x

# Screens: PubChem, National Center for Advancing Translational Sciences (NCATS)
